yeast sgs1 mgt1 – NCI yeast anticancer drug screen, S. cerevisiae sgs1 mgt1 strain. growth inhibition, % at 50 µM. 10% of 78,000 active. AID 161;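 also: 0% = growth of vehicle-only cultures of the same strain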
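Percent growth inhibition was derived by comparing compound-exposed mutant yeast with vehicle-exposed cultures. The strain carries alterations in DNA damage repair.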
cln2 rad14 – NCI yeast anticancer drug screen, S. cerevisiae cln2 rad14 strain; % growth inhibition at 50 µM; 8.3% of 78,000 active; AID 165;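 also: 0% = growth of vehicle-only cultures of the same strain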
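Readout is yeast growth inhibition versus vehicle-treated controls, using a strain with cln2 and rad14 alterations exposed to compound.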
yeast rad50 – NCI yeast anticancer drug screen, S. cerevisiae rad50 strain; 10% of 79,000 active; growth inhibition, % at 50 µM; AID 155;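 also: 0% = growth of vehicle-only cultures of the same strain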
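Readout: growth inhibition relative to vehicle-treated cultures. Compound exposure was carried out in a genetically defined yeast strain deficient in DNA damage repair.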
yeast mec2-1 – NCI yeast anticancer drug screen, S. cerevisiae mec2-1 strain; growth inhibition, % at 50 µM; 9% of 79,000 active; AID 157;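 also: 0% = growth of vehicle-only cultures of the same strain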
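Each compound was tested on mec2-1 yeast, a strain altered in DNA damage repair or cell cycle control. Growth inhibition is reported relative to vehicle.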
bub3 – NCI yeast anticancer drug screen, S. cerevisiae bub3 mutant strain | AID 167 | 9.9% of 78,000 active | growth inhibition, % at 50 µM;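 also: 0% = growth of vehicle-only cultures of the same strain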
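In this screen, a yeast mutant lacking normal mitotic checkpoint function is challenged with compound. Relative growth versus vehicle gives the inhibition value.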
yeast mlh1 rad18 – NCI yeast anticancer drug screen, S. cerevisiae mlh1 rad18 strain; growth inhibition, % at 50 µM; 11% of 79,000 active;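 also: 0% = growth of vehicle-only cultures of the same strain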
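Genetically defined yeast (DNA repair-deficient) exposed to compounds; growth inhibition determined relative to vehicle.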
Starred values were filed as active, the others as inactive; . = not tested or not shown; & = joins results of further samples. Rule as the data show it: active = growth inhibition above about 70%; inactive = the rest.

SMILES | yeast sgs1 mgt1 | cln2 rad14 | yeast rad50 | yeast mec2-1 | bub3 | yeast mlh1 rad18
CC1(C)/C=C/C2=Nc3cc(Br)c(Br)c(Br)c3C23CC(=O)N3/C=C(\Cl)c2nc(Br)[nH]c21 (centres undefined) | 93.8* | 91.7* | 92.0* | 93.8* | 93.0* | 92.5*
CC(=O)OC(C(=O)Nc1ncccn1)c1ccccc1 (centres undefined) | -5.7 | 11.4 | -4.7 | -2.8 | 4.5 | -10.9
CC(C)C(NC(=O)OCC1c2ccccc2-c2ccccc21)C(=O)NC(CCC(=O)OC(C)(C)C)C(=O)OC(C)(C)C (centres undefined) | 15.8 | 34.1 | 32.0 | 1.2 | 19.6 | 1.7
NC(=O)C(Cc1ccccc1)NS(=O)(=O)Cc1ccccc1 (centres undefined) | -2.6 | 10.7 | -3.5 | -3.0 | -45.6 | -9.9
CC1(C)C2(SCCS2)C(C)(C)C12SCCS2 | 17.9 | 3.8 | 22.9 | 3.0 | 11.4 | 5.4
CCO/C(C)=N\c1nc(C)[nH]c1C(N)=O | 10.0 | -20.1 | 12.9 | 4.1 | -8.3 | 5.5
Fc1ccc(NC(=S)SCc2ccccc2)cc1 | 76.8* | 28.9 | 68.3 | 53.6 | 45.5 | 78.2*
c1ccc([P+](c2ccccc2)(c2ccccc2)C2c3ccccc3-c3ccccc32)cc1 | 89.5* | 88.5* | 91.2* | 92.8* | 86.5* | 86.2*
O=C1OC(=O)C2C1C1C=CC2N(C(=O)c2ccccc2)C1C#Cc1ccccc1 (centres undefined) | 3.5 | -23.2 | 1.8 | 7.5 | -5.0 | 3.0
Cn1c(=O)c2[nH]cnc2n(CC(N)=O)c1=O | 22.4 | 20.4 | 10.2 | 12.2 | 31.6 | 45.9
O=C(CSC(SCC(=O)Nc1ccccc1)c1ccccc1)Nc1ccccc1 | -23.3 | 33.1 | 17.4 | -3.2 | 29.9 | 13.8
CC(=O)CCn1[nH]c(=O)c2ccccc2c1=O | 1.6 | 7.9 | -2.0 | 7.3 | -3.1 | 10.9
CN1Cc2ccccc2-c2ccccc2C1 | -6.0 | -32.8 | 4.3 | 1.8 | 4.7 | -2.0
CN(C)Cc1ccccc1 | 14.8 | -58.0 | 28.8 | 15.8 | 11.1 | 17.6
CCN(CC)c1ccc2cc(-c3nc4ccccc4s3)c(=O)oc2c1 | -9.5 | -3.0 | 12.4 | -18.1 | -11.5 | 4.8
CCCCCC(CSCC)C(=O)/C=C/c1ccc(Cl)c(Cl)c1 (centres undefined) | 13.2 | 25.0 | 26.9 | 25.0 | 2.1 | -37.5
Cc1cc2c(c(=O)o1)C1(C)CC(C)(O2)c2c(cc(C)oc2=O)O1 | -19.1 | 9.6 | 9.1 | 8.8 | 9.9 | 13.1
COc1ccccc1C(=O)N/N=C(\C)c1cccc2ccccc12 | 36.8 | 11.2 | 41.6 | 18.8 | 25.9 | 21.8
CC(=O)N1Cc2c(cc(C)[nH]c2=O)C1=O | 6.5 | 10.7 | 9.0 | 10.5 | 1.1 | 7.7
O=C1c2ccccc2-c2ccccc21 | -22.5 | -27.7 | 21.1 | 2.4 | -3.0 | 2.9
NCCS(=O)(=O)O | 7.7 | 19.8 | 1.8 | 8.7 | -5.6 | -7.0
O=C(O)Cc1cccc(C(=O)O)c1 | -7.3 | 8.4 | -1.6 | -8.0 | -0.5 | -3.4
CC(=O)N1N=C(c2ccc(OCC(O)CN3CCN(CC(O)COc4ccc(C5=NN(C(C)=O)C(c6ccccc6)C5)cc4)CC3)cc2)CC1c1ccccc1 (centres undefined) | -8.8 | -30.4 | -30.6 | -25.9 | -25.9 | -3.8
CCOC(=O)Nc1nc(-c2ccc(Br)cc2)cs1 | -2.1 | -37.6 | -11.5 | -5.4 | 14.1 | -17.9
O=C(O)/C(=C\c1ccccc1Cl)c1ccccc1 | 5.2 | -1.9 | 6.3 | 35.5 | 27.0 | 37.9
Further structures follow:
SMILES | yeast sgs1 mgt1 | cln2 rad14 | yeast rad50 | yeast mec2-1 | bub3 | yeast mlh1 rad18
C=CCn1c(-c2ccc([N+](=O)[O-])cc2)csc1=N | 10.2 | 20.0 | 11.9 | 6.0 | -19.1 | 34.1
COc1ccc(-c2cc3cc(Cl)cc(Cl)c3oc2=O)cc1OC | -17.8 | -4.8 | -13.6 | -8.6 | -3.2 | -16.1
CCCCCCCCCCCCCCCCCC(=O)Oc1c(C(C)(C)C)cc([N+](=O)[O-])c(C)c1[N+](=O)[O-] | 98.8* | 98.9* | 98.2* | 99.2* | 99.2* | 98.2*
CC1CC(O)=C(c2ccccc2)P1(=O)Cc1ccccc1 (centres undefined) | 29.6 | -22.1 | -12.4 | -13.8 | 3.7 | -26.3
CSc1ncc2[nH]c(SC)nc2n1 | -14.3 | -1.7 | 13.2 | 7.5 | 4.5 | 8.8
OC1C2c3ccccc3C(c3ccccc32)C1O (centres undefined) | -8.8&-3.5 | -5.8&29.8 | -6.0&6.0 | -6.4&1.1 | -3.0&-10.2 | 2.6&14.2
CC(C)=CCSC(N)N | 24.1 | 9.3 | 14.4 | 21.1 | 17.4 | -1.7
O=c1[nH][nH]c2c(N=Cc3ccccc3O)ccc(F)c12 | 18.6 | 10.6 | -12.4 | -9.6 | 10.9 | 7.2
CCCC(c1ccc(N(C)C)cc1)c1ccc(N(C)C)cc1 | -2.8 | 16.6 | -5.0 | -22.0 | 29.3 | -30.0
Cc1oc2nc(N(C)C)n3c(C)nnc3c2c1C | 1.5 | 14.9 | -0.4 | -2.2 | 4.5 | 2.4
c1cc(C2CCCCC2)ccc1C1CCCCC1 | -20.6 | -58.1 | -7.4 | -19.1 | -16.1 | -3.9
CCCN(CCC)CCNc1ccc(C)c2sc3ccccc3c(=O)c12 | 99.5* | 99.5* | 99.7* | 99.7* | 99.4* | 99.5*
COC(=O)C(CNc1ccc(S(N)(=O)=O)cc1)=[N+]=[N-] | 0.9 | -12.8 | 7.4 | 13.3 | 6.2 | 11.2
C=CC(OC(C)=O)OC(C)=O | -10.2 | -7.2 | 1.1 | -3.1 | -6.4 | -3.8
CCCCCCCCCC(=O)Oc1cccc2c1CC(C[Se]c1ccccc1)C(=O)O2 (centres undefined) | -0.8 | -3.0 | 2.1 | -0.3 | -2.0 | 5.7
CCC(CO)c1ccccc1 (centres undefined) | -3.1 | -25.4 | -3.6 | -17.7 | -3.1 | -12.1
O=C(NC1CC12c1ccccc1-c1ccccc12)Oc1ccc2ccccc2c1 (centres undefined) | 60.9 | 45.8 | 68.4 | 18.8 | 55.2 | 57.4
CC(=O)/C=C\c1cc(C)ccc1O | 9.3 | -35.7 | 27.3 | 22.1 | 8.2 | 12.6
CCCCCCC(=O)CC1(C(=O)OC)NC(=S)NC(=O)C1C#N (centres undefined) | -1.6 | -0.8 | 18.1 | 6.8 | -9.6 | 15.8
COc1cc(/C=N/NC(N)=O)cc(OC)c1O | -34.4 | -14.6 | -0.6 | -11.8 | 33.3 | -4.8
CCSc1nc2ccc(NCn3nnc4ccccc43)cc2s1 | -12.4 | -12.6 | -14.2 | -34.5 | -12.8 | -5.2
CC(C)(C)C1=Cc2cc3cc(C(C)(C)C)[nH]c(=O)c3cc2S(=O)(=O)N1 | -14.4 | 3.0 | -23.2 | -22.6 | 5.4 | -20.9
COc1ccc(N2CCCSC2=S)cc1 | 3.8 | -2.6 | 6.0 | 4.8 | -4.8 | 0.5
CCOC(=O)C1=C(N)OC(c2ccccc2)=C(C#N)C1c1ccc(C)cc1 (centres undefined) | 97.3* | 96.6* | 96.1* | 97.0* | 96.3* | 96.5*
CCCCCC(N)=O | 4.2 | 15.2 | 16.6 | -7.0 | 14.8 | 31.8
New compounds follow:
SMILES | yeast sgs1 mgt1 | cln2 rad14 | yeast rad50 | yeast mec2-1 | bub3 | yeast mlh1 rad18
Cc1cc(CCO)n[nH]1 | -27.9 | 0.0 | -15.6 | -2.6 | -4.7 | -8.4
CN(CC(=O)c1ccc(Br)cc1)c1ccccc1 | 13.7 | -44.5 | -18.4 | -11.9 | 7.0 | 1.6
Cc1cc(C)c2c(=O)cc(-c3cccc4ccccc34)[nH]c2n1 | 48.0 | 64.3 | 7.0 | 3.0 | 39.7 | 23.1
COc1cccc(/C=N/C(/N=C/c2cccc(OC)c2O)c2cccc(OC)c2O)c1O | 86.7* | 45.0 | 89.5* | 87.0* | 67.0 | 94.8*
CN1C(C(=O)O)CCC1C(=O)O (centres undefined) | 6.5 | -31.8 | -1.2 | 7.6 | -0.4 | 2.0
CC(=O)OC1CCC2(C)C(CCC3C4CC=C(C(C)=O)C4(C)CCC32)C1 (centres undefined) | -2.1&-12.7 | -1.1&0.8 | -8.7&-4.5 | 1.9&-29.9 | -6.2&-9.1 | -12.8&-22.9
Cc1c(Cl)cccc1NCN1C(=O)c2ccccc2C1=O | . | . | 9.7 | -6.6 | . | 31.5
CCCCc1c(C#N)c(=O)n2c(N)c(C(=O)OCC)cnc2c1SC | -12.1&8.3 | -34.0&-7.6 | 11.1&-8.4 | 14.9&-3.4 | -7.9&5.7 | -5.0&9.2
COc1ccc(N2C(=O)[C@@H]3[C@H](C2=O)c2[nH]c4ccccc4c2C2CCC(C(C)(C)C)C[C@@H]23)cc1 (some centres undefined) | 12.3 | 31.4 | 29.6 | 4.1 | 6.2 | 7.8
CC(C)(C)/C=C/N1N=NC(c2ccccc2)(c2ccccc2)C1=O | 23.1 | -13.2 | 32.6 | 19.0 | 22.1 | 26.7
N#CCCSc1nnc(N)s1 | -8.7 | 16.9 | -7.8 | -7.9 | -3.0 | -14.8
NC1=CCNN1 | 4.1 | 4.1 | 8.7 | -21.9 | 11.3 | 14.4
CCCCN(CCCC)/C(=C/C(=O)OC)C(=O)OC | 10.1 | 14.2 | 20.1 | 8.6 | 26.9 | 13.6
Cc1nc2ccc(I)cc2c(=O)n1-c1ccc(N=Cc2ccc(N(C)C)cc2)cc1 | 14.3 | 5.0 | 4.7 | 9.1 | -2.9 | 10.9
NC(=O)c1ccc([N+](=O)[O-])cc1 | 27.1 | -24.8 | 6.0 | -5.2 | -1.4 | 15.3
CN(CO)c1nc(N(C)CO)nc(N(C)CO)n1 | -12.1 | 1.4 | 13.7 | 5.0 | -34.8 | -4.6
CCOC(OCC)c1nc(N)c2cnn(C)c2n1 | 13.5 | -7.5 | 3.9 | 35.3 | 22.8 | 3.4
C=CCC1(C(C)C(O)c2cc(OC)c(OC)c(OC)c2)CC(O)C=CC12OCCO2 (centres undefined) | 1.5 | 14.9 | 13.9 | -17.3 | 16.2 | 24.6
Cc1ccc(S(=O)(=O)Cc2ccccc2)cc1 | 35.1 | -17.5 | -3.6 | -6.0 | -19.2 | -18.6
CC(C)OC(=O)c1ccc(NCC2=CC(=O)C=CC2=O)cc1Cl | 91.2* | 91.2* | 90.7* | 92.5* | 88.9* | 91.7*
O=C1C(Br)=C(Br)C(=O)c2ccccc21 | 94.5* | 90.9* | 92.5* | 94.2* | 96.7* | 89.9*
O=[N+]([O-])c1ccc2c(Br)ccc3c2c1CC3 | -3.8 | 11.2 | 15.1 | 10.5 | 17.7 | 1.6
CC(=O)CC(=O)Nc1ccc(C)cc1C | -22.4 | 19.8 | 15.7 | -12.2 | 6.8 | 43.0
Cc1ccc(NC(=O)Oc2ccc(Br)cc2)c([N+](=O)[O-])c1 | 16.3 | 16.3 | 20.4 | 16.9 | 11.3 | 13.8
Oc1ccc(O)cc1 | -0.5 | -22.6 | 20.6 | 15.0 | -0.8 | 40.3
O=C(Nc1cc(C(F)(F)F)ccc1Cl)c1ccccc1F | -7.0 | -9.2 | 17.1 | 29.1 | 34.9 | 18.6
C[CH2][Sn]([CH2]C)([O]C(=O)c1cccc(OC)c1)[O][Sn]([CH2]C)([CH2]C)[O]C(=O)c1cccc(OC)c1 | 37.5 | 40.8 | 59.5 | 39.2 | 37.5 | 56.5
COc1ccc(C=Nc2c(N)[nH]c(=S)[nH]c2=O)cc1 | -4.2 | 0.7 | -15.0 | -12.8 | -27.8 | -51.7

Retrieved one by one from the list above:
SMILES | yeast sgs1 mgt1 | cln2 rad14 | yeast rad50 | yeast mec2-1 | bub3 | yeast mlh1 rad18
C=CCn1c(-c2ccc([N+](=O)[O-])cc2)csc1=N | 10.2 | 20.0 | 11.9 | 6.0 | -19.1 | 34.1
NC(=O)c1ccc([N+](=O)[O-])cc1 | 27.1 | -24.8 | 6.0 | -5.2 | -1.4 | 15.3
Cc1c(Cl)cccc1NCN1C(=O)c2ccccc2C1=O | . | . | 9.7 | -6.6 | . | 31.5
CC(=O)OC(C(=O)Nc1ncccn1)c1ccccc1 (centres undefined) | -5.7 | 11.4 | -4.7 | -2.8 | 4.5 | -10.9
CN(C)Cc1ccccc1 | 14.8 | -58.0 | 28.8 | 15.8 | 11.1 | 17.6
CCCCCCCCCC(=O)Oc1cccc2c1CC(C[Se]c1ccccc1)C(=O)O2 (centres undefined) | -0.8 | -3.0 | 2.1 | -0.3 | -2.0 | 5.7

High-throughput results deposited in PubChem BioAssay by NCI.
